# PKA-R2B act: activators of human PKA-R2B complex; activation, % at 11.4 µM; 340,000 compounds, 0.079% hits; AID 504700; P22694+P31323; PKA-R2B holoenzyme dissociation, Cy5-IP20 fluorescence polarization; R2B truncated from residue 108, S112A mutant; 0% DMSO only, 100% 113 µM cGMP;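 active means activation above a cutoff set at the mean over all compounds plus 3 SD, cut at about 18% in these data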;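 further: higher means more holoenzyme dissociation and a rise in polarization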
# Target sequence (P31323 whole entry, looked up, other chains not shown, the tested form may be a part): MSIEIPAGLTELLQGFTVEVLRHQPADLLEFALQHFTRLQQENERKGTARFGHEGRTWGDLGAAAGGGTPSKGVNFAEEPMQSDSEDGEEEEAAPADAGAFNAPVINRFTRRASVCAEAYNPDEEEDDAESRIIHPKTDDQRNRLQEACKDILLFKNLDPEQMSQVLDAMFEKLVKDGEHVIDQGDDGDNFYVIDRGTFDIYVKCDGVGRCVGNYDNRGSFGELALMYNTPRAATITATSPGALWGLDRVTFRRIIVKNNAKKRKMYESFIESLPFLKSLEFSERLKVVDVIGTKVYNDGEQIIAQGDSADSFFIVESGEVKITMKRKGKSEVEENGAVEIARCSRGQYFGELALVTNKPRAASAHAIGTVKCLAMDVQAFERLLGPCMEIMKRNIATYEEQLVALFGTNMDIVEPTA
# Pemphigus Ab inh: inhibitors of pemphigus antibody binding to human desmoglein-3. AID 588358. DSG3-coupled beads, scFv-anti-DSG3-GFP binding, flow cytometry; stronger effect = lower value. P32926. 310,000 compounds, 0.48% hits. binding (percent of control), % at 10 µM;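 active means binding more than 3 SD below its plate's average and above zero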; further: some compounds called inactive have numbers as strong as hits
# Arrestin-AP2 inh: inhibitors of human beta-arrestin and AP2 interaction; FITC-arrestin peptide / GST-AP2 beads, flow cytometry; AP2 beta2 appendage carries R879A mutation; 340,000 compounds, 0.31% hits; AID 504490; inhibition, % at 10 µM;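 active means inhibition above a set limit, near 3 SD of compounds lacking own fluorescence, cut at about 54% in these data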;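 further: plate controls were DMSO wells for no effect and 5 µM unlabelled arrestin peptide for full effect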
#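 system = GST-tagged AP2 beta2-adaptin appendage (R879A) on 4 µm glutathione beads | reagent = FITC-labelled arrestin peptide probe, 50 nM final | schedule = compound with beads 12 min RT, then probe 1 h RT | signal = HyperCyt-sampled flow cytometry, FL1 channel, ex 488/em 535 nm | read-out = percent response from loss of bead-bound FITC fluorescence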
# PKA-R1A act: PKA-R1A complex activation | PKA-R1A dissociation, Cy5-IP20 fluorescence polarization; scaled: DMSO 0%, 113 µM cGMP 100% | activation, % at 11.4 µM | 340,000 compounds, 0.083% hits | AID 504707;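 active means percent activation above the mean of all tested compounds plus 3 SD, cut at about 19% in these data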;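 further: higher means more PKAc released from R1A so a rise in polarization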
# MOR-DOR inv ag: mu-delta opioid heterodimer inverse agonism | P35372+P41143 | cell-based MOR-DOR heterodimer luminescence | inhibition, % at 9.3 µM | 340,000 compounds, 0.21% hits; in the data active means inhibition above about 22%, passing the limit was not always enough;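 further: 0% = cells with DMSO and 100% = wells without cells with DMSO; values of inactives mirror those of a sister screen read the other way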
# V-ATPase pH: yeast V-ATPase proton transport regulation by pHLuorin | AID 504577 | S. cerevisiae, pHLuorin cytosolic pH fluorescence | 350,000 compounds, 0.37% hits | response, % at 10 µM; in the data active means response mostly above about 7.3%, no sharp cut-off; inactive means mostly below about 5.4%; further: actives read high; inactives centre near 0; some compounds called inactive have numbers as strong as hits; reference of the scale not given here
# OPRM1-OPRD1 ag: agonists of human mu-delta opioid receptor heterodimerization. P35372+P41143. cells, OPRM1-OPRD1 heterodimerization, luminescence. activation, % at 9.3 µM. 340,000 compounds, 0.3% hits. AID 504326; in the data active means activation above about 18%;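 further: 0% = vehicle-treated cells and 100% = reference agonist; values of inactives mirror those of a sister screen read the other way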
# HTR5A inv ag: inverse agonist of human HTR5A in OPRM1-OPRD1 counter-screen | P47898 | HTR5A cell line, luminescence, inverse agonism | inhibition, % at 9.3 µM | 340,000 compounds, 0.083% hits | AID 504634; in the data active means inhibition mostly above about 23%, no sharp cut-off; inactive means mostly below about 18%;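 further: 0% = cells with DMSO and 100% = no-cell wells with DMSO; some compounds called inactive have numbers as strong as hits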
# Target sequence (P47898 whole entry, looked up): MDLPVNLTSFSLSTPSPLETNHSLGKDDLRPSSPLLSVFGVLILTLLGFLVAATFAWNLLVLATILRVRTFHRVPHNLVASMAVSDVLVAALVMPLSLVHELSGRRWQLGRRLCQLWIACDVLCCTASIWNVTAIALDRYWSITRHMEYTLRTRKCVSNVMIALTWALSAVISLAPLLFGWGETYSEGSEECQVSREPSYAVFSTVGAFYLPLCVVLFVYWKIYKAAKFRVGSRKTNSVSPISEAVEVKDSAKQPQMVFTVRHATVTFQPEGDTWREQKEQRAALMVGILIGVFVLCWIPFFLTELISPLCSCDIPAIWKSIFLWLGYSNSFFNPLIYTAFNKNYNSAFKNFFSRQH
# DAGLB inh: blocks human DAGLB lipase activity; Q8NCG7; HEK293T DAGLB membrane lysate, EnzChek fluorogenic substrate; inhibition, % at 5.17 µM; 340,000 compounds, 0.059% hits; in the data active means inhibition above about 34%;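 further: 0% = enzyme with vehicle and 100% = wells lacking enzyme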
# HTR5A ag ctr: counter-screen for OPRM1-OPRD1 agonists: human HTR5A agonism; 340,000 compounds, 0.61% hits; P47898; HTR5A agonist assay, luminescence, cell-based; activation, % at 9.3 µM; in the data active means activation mostly above about 9.5%, no sharp cut-off; inactive means mostly below about 7.6%;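 further: 0% = cells with vehicle only and 100% = reference agonist; strong numbers were not always called active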
# Active calls of the source: *; x = not tested or not shown. Outcome played no part in choosing rows, and some 2.4% of all compounds hit somewhere here.
SMILES,PKA-R2B act,Pemphigus Ab inh,Arrestin-AP2 inh,PKA-R1A act,MOR-DOR inv ag,V-ATPase pH,OPRM1-OPRD1 ag,HTR5A inv ag,DAGLB inh,HTR5A ag ctr
COC(=O)C1=NNC2(c3ccc(C)cc3)C(=O)N(c3ccc(C)cc3)C(=O)C12 (stereo not drawn),-1,85,28,-6,2,2,-0.3,-10,-5,4
Cc1cc(C)n2nc(S(=O)(=O)N(C)c3ccccc3)nc2n1,-3,111,2,-11,11,9,-2.2,9,0,-3
CC(=O)N1CCc2[nH]c3ccc(C)cc3c2C1,-8,111,18,-1,-14,6,2.6,11,-2,8
O=C(Nc1ccccc1C(=O)N1CCCCC1)c1ccccc1C(F)(F)F,-6,108,-7,-2,14,-5,-2.4,-6,-3,2
Cc1cc(C(=O)Cn2nc(C(=O)O)c3ccccc3c2=O)c(C)n1-c1ccc(F)cc1,-13,102,4,-9,4,0,-0.8,0,-2,6
CNC(=O)CN(C1CCCCC1)S(=O)(=O)c1ccc(OC)c(Cl)c1,-4,104,10,-1,9,0,-1.9,0,0,-1
Cc1cc(Cl)ccc1OCC(=O)Nc1cccnc1,-2,128,3,-8,-21,1,2.5,-1,-2,6
COc1ccc(CN2CCN(Cc3ccc4ccccc4c3)CC2)cc1OC,23*,113,28,-9,14,-1,-3.1,-4,-4,1
Cc1ccc(C)c(NC(=O)COC(=O)Cc2ccsc2)c1,-1,106,4,-1,3,-4,-0.6,10,-5,12
O=C(CSc1nnnn1-c1ccc2c(c1)OCO2)NCc1ccccc1,9,110,-2,2,5,-2,-1.0,20,-1,-2
NC(=O)C1CCN(C(=O)c2ccco2)CC1,-10,102,5,1,2,-6,-0.4,-3,6,1
C[C@H](NS(=O)(=O)c1ccccc1F)C(=O)OCC(=O)N1CCc2ccccc21,-3,98,16,-8,9,2,-1.6,-1,0,-2
O=C(NCCN1C(=O)S/C(=C/c2ccccc2)C1=O)C1CCCN1C(=O)c1cccs1 (stereo not drawn),-1,x,-2,-4,4,0,-0.8,27,-1,6
N#Cc1cc(N)ccc1Sc1ccc(Cl)cc1,-7,x,3,-17,-3,-1,0.7,-10,-1,4
Cc1c(Cl)cccc1-n1c(SCC(=O)NCc2ccccc2Cl)nnc1-c1ccncc1,15,102,-6,-6,6,-3,-1.1,0,1,1
CCS(=O)(=O)N1CCC(NC(=O)C(Cc2ccc(OC)c(OC)c2)NC(C)=O)CC1 (stereo not drawn),8,115,4,-7,2,-1,-0.4,6,3,-2
CC(=O)C1=C(C)NC(SCC(N)=O)=C(C#N)C1C (stereo not drawn),0,105,-2,-16,9,4,-1.6,2,-5,-1
CCc1cc(=O)oc2cc(C)cc(OCC(=O)NCc3ccccn3)c12,2,85,-1,-4,11,4,-2.1,-2,0,-1
CCN(CC)CCCNC(=O)Cn1nc(-c2ccccc2)ccc1=O,-5,109,-9,1,5,-1,-1.0,33,-1,1
Cn1c(=O)c2[nH]c(N3CCN(c4cccc(O)c4)CC3)nc2n(C)c1=O,-7,103,18,-8,2,-1,-0.3,-1,0,0

# Rewritten with two lines to a compound: part of the list above.
# Order of results – PKA-R2B act	Pemphigus Ab inh	Arrestin-AP2 inh	PKA-R1A act	MOR-DOR inv ag	V-ATPase pH	OPRM1-OPRD1 ag	HTR5A inv ag	DAGLB inh	HTR5A ag ctr
CCS(=O)(=O)N1CCC(NC(=O)C(Cc2ccc(OC)c(OC)c2)NC(C)=O)CC1 (stereo not drawn)
 : 8	115	4	-7	2	-1	-0.4	6	3	-2
NC(=O)C1CCN(C(=O)c2ccco2)CC1
 : -10	102	5	1	2	-6	-0.4	-3	6	1
COc1ccc(CN2CCN(Cc3ccc4ccccc4c3)CC2)cc1OC
 : 23*	113	28	-9	14	-1	-3.1	-4	-4	1
CNC(=O)CN(C1CCCCC1)S(=O)(=O)c1ccc(OC)c(Cl)c1
 : -4	104	10	-1	9	0	-1.9	0	0	-1
Cn1c(=O)c2[nH]c(N3CCN(c4cccc(O)c4)CC3)nc2n(C)c1=O
 : -7	103	18	-8	2	-1	-0.3	-1	0	0

# 3 structures from above, sorted by formula weight, falling:
SMILES,PKA-R2B act,Pemphigus Ab inh,Arrestin-AP2 inh,PKA-R1A act,MOR-DOR inv ag,V-ATPase pH,OPRM1-OPRD1 ag,HTR5A inv ag,DAGLB inh,HTR5A ag ctr
C[C@H](NS(=O)(=O)c1ccccc1F)C(=O)OCC(=O)N1CCc2ccccc21,-3,98,16,-8,9,2,-1.6,-1,0,-2
CCc1cc(=O)oc2cc(C)cc(OCC(=O)NCc3ccccn3)c12,2,85,-1,-4,11,4,-2.1,-2,0,-1
Cc1cc(Cl)ccc1OCC(=O)Nc1cccnc1,-2,128,3,-8,-21,1,2.5,-1,-2,6

# (list continues)
SMILES,PKA-R2B act,Pemphigus Ab inh,Arrestin-AP2 inh,PKA-R1A act,MOR-DOR inv ag,V-ATPase pH,OPRM1-OPRD1 ag,HTR5A inv ag,DAGLB inh,HTR5A ag ctr
CCCCn1c(N)c(N(CC)C(=O)c2ccc(N3CCCC3=O)cc2)c(=O)[nH]c1=O,-1,107,-5,-5,-20,-1,2.9,20,4,-8
CC(CC(=O)N1CCN(c2ccc(C(F)(F)F)cn2)CC1)n1ccnc1 (stereo not drawn),-4,96,2,-10,13,-1,-2.4,1,-1,0
COc1ccc(NC(=S)NCCc2c[nH]c3ccc(OC)cc23)c(OC)c1,2,103,10,-4,-6,0,1.0,-36,6,16*
COc1ccccc1NC(=O)C(C)N(C)CC(=O)Nc1cccc2ccccc12 (stereo not drawn),2,87,-1,-1,8,4,-1.5,-2,0,1
CC1CCc2c(sc3ncnc(N4CCOCC4)c23)C1 (stereo not drawn),-6,101,5,-13,9,-2,-1.8,2,-1,0
O=c1[nH]c(CSc2ccccn2)nc2c1oc1ccccc12,5,104,33,3,2,0,-0.4,-3,-3,-1
C=CCn1c(N)c(C(=O)Nc2ccc(C)c(C)c2)c2nc3ccccc3nc21,-10,99,16,-11,4,-5,-0.6,-16,-3,1
O=C(c1ccco1)N1CCN(c2ccc(F)cc2)CC1,5,108,2,-9,15,-1,-2.2,12,4,-6
Cc1ccc(N/C(N)=N/c2nc(C)cc(C)n2)cc1,-2,106,-12,-1,6,-5,-1.1,13,-1,-2
Cc1cccc(C)c1NC(=O)c1cccc2c1-c1ccccc1C2=O,3,66,9,3,-6,-2,1.2,-4,-3,6
O=C(CNC(=O)OCc1ccccc1)Oc1cc2oc(=O)cc(-c3ccccc3)c2cc1Cl,-4,105,4,-10,-12,-2,2.1,-15,3,3
CCCOc1cc(CC(=O)NCc2ccco2)ccc1OC,-10,x,10,-5,-7,-7,1.2,11,-2,-4
Cc1[nH]cc(Br)c(=O)c1Oc1ncc(C(F)(F)F)cc1Cl,-2,92,6,-13,-3,4,0.4,1,3,0
O=c1ccn([C@@H]2O[C@H](CNS(=O)(=O)c3csc(-c4ccno4)c3)[C@@H](O)[C@H]2O)c(=O)[nH]1,7,91,2,4,9,-1,-1.9,6,-3,-2
COc1ccc(OC)c(NC(=O)C2CCN(Cc3cnn(-c4ccccc4)c3-n3cccc3)CC2)c1,-3,103,2,3,-2,-1,0.4,-7,-2,3
COc1ccc(CNC(=O)c2ccc(N3CCC4(CC3)CC(c3ccc(Cl)cc3)=NO4)c(NC(=O)c3ccccc3)c2)cc1,-3,101,1,-13,15,4,-2.7,-14,2,6
CN(C)S(=O)(=O)c1ccc(-c2csc(N/N=C/c3ccc(O)cc3)n2)cc1,-8,83,11,0,-201,4,38*,-30,5,11
COC(=O)c1cc(C(=O)N2CCN(C(=O)c3ccco3)CC2)cc([N+](=O)[O-])c1,-3,103,-8,-2,15,3,-2.9,7,-1,-3
CCOC(=O)c1nnn(-c2nonc2N)c1CN(CC)c1ccccc1,-10,83,4,-7,-8,-4,1.3,13,4,-5
O=C1CSC(=Nc2ccccc2Cl)N1,-5,x,-2,-7,17,1,-3.4,-2,1,1
CCc1ccc(N(C(=O)c2snc(C(N)=O)c2N)C(C(=O)NCC2CCCO2)c2cccs2)cc1 (stereo not drawn),6,101,3,-7,9,1,-1.8,10,1,-4
COc1cccc(C=Nc2ccccc2C(=O)Nc2nccs2)c1OC,-4,103,27,-16,6,1,-1.4,10,-6,4
O=C(NC1CCCCCC1)c1cccs1,8,105,8,-5,3,0,-0.5,-42,-2,3
CCC(=O)c1ccc(OCC(=O)N2CCCC2)c(OC)c1,-2,97,19,-1,-1,2,0.2,-38,-3,5
Cc1ccc(NC(=O)CSc2nc(=O)cc(N)n2-c2ccccc2)cc1,-8,99,-3,-1,-2,0,0.3,23,4,-2
Cc1nn(CC(=O)NCc2cc3ccccc3[nH]2)c(C)c1[N+](=O)[O-],6,129,13,5,1,-1,-0.2,-10,0,4
CS(=O)(=O)Nc1ccc(C2=NN(C(=O)c3ccco3)C(c3ccc(F)cc3)C2)cc1 (stereo not drawn),-12,99,11,2,-13,0,1.7,-21,4,8
COc1cc2c(cc1OC)C(C(=O)NCc1ccco1)C(c1cccs1)N(C)C2=O (stereo not drawn),-4,101,3,-15,-1,8,0.3,-12,-2,1
Cc1ccc(C(=O)c2no[n+]([O-])c2C(=O)c2ccc(C)cc2)cc1,-18,89,10,-4,17,0,-3.3,-26,-4,1
CCN(CC)CCCNc1nc2ccccc2c2nc(-c3ccncc3)nn12,0,126,3,-9,19,-5,-4.3,11,-2,-3
Cc1onc(-c2c(F)cccc2Cl)c1C(=O)Nc1c(C)n(C)n(-c2ccccc2)c1=O,4,97,-1,4,-2,-3,0.4,-31,-2,12
O=CN(/C=C1\Sc2ccccc2C1=O)Cc1ccccc1,15,100,-2,13,8,2,-1.6,4,0,-2
O=C(N/N=C/c1cccnc1)c1ccc2c(c1)OCO2,-9,94,3,5,2,4,-0.5,-8,-1,2

# Assay outcomes as filed in PubChem BioAssay.
